From PubChem BioAssay
TNAP act hi DEA: TNAP activators at high phosphate acceptor level, primary screen, biochemical, luminescence, uHTS | Alkaline phosphatase, tissue-nonspecific isozyme (Homo sapiens), P05186 | purified TNAP, CDP-star luminescence, 1 M DEA, 30 min; stronger effect = higher value; 0 = EDTA background, 1 = DMSO-only activity | activation factor at 20 µM | 200,000 tested, under 10 active | AID 1136, 2008;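 active = activation factor at least 2 at 20 µM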
Target sequence (P05186 whole entry, looked up): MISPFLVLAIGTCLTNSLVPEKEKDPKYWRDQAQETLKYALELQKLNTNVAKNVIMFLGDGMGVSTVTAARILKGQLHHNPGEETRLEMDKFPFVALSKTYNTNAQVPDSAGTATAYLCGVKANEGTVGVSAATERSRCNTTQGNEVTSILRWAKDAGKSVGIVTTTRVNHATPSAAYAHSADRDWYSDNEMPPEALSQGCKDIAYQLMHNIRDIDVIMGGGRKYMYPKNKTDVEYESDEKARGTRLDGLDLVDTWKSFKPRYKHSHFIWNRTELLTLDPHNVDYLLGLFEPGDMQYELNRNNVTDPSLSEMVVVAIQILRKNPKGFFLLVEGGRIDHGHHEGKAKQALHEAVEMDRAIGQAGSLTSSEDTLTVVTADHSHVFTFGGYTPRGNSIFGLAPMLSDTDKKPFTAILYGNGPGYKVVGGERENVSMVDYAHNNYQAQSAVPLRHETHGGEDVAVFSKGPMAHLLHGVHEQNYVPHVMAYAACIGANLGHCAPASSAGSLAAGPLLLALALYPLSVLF
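Assay system: human TNAP; Input: enzyme diluted 1/800 final; Reagent: CDP-star luminogenic substrate at 100 µM final; Timing: 30 min, room temperature; Signal: luminescence; Evaluation: TNAP activation factor scaled between EDTA and DMSO control wells.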
STAT1 inh: STAT1 signaling inhibitors, primary screen, cell-based, HTS, luciferase reporter. NIH 3T3 STAT1-luciferase reporter, IFN-gamma, luminescence. AID 920, 2007. actives 0.35% (n = 200,000). inhibition, % at 5.5 µM;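 active = inhibition above a set limit, the mean inhibition across all tested compounds plus 3 SD, cut at about 34% in these data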;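 note: 0% = IFN-gamma with DMSO and 100% = IFN-gamma with 300 µM nifuroxazide; values of inactives mirror those of a sister screen read the other way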
bIAP activator: bovine intestinal alkaline phosphatase activators, primary screen, biochemical, bovine IAP, CDP-star luminescence; activation factor at 20 µM; AID 1016, 2008; purified bovine IAP, 30 min; stronger effect = higher value; fold of DMSO-control signal, blank-subtracted; actives 0.17% (n = 200,000); alkaline phosphatase, intestinal [Bos taurus];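 active = activation factor of 2 or more at 20 µM, a signal rise over negative controls twice the positive control's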
PPARg SRC2 recr: agonists of PPARg-SRC-2 recruitment, primary screen, biochemical, HTS; PPARgamma LBD-SRC-2 recruitment; activation, % at 8 µM; AID 1032, 2008; actives 0.34% (n = 200,000); in the data active = activation above about 22%;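 note: 0% = vehicle and 100% = reference agonist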
Target sequence (P37231 whole entry, looked up, the tested form may be a part): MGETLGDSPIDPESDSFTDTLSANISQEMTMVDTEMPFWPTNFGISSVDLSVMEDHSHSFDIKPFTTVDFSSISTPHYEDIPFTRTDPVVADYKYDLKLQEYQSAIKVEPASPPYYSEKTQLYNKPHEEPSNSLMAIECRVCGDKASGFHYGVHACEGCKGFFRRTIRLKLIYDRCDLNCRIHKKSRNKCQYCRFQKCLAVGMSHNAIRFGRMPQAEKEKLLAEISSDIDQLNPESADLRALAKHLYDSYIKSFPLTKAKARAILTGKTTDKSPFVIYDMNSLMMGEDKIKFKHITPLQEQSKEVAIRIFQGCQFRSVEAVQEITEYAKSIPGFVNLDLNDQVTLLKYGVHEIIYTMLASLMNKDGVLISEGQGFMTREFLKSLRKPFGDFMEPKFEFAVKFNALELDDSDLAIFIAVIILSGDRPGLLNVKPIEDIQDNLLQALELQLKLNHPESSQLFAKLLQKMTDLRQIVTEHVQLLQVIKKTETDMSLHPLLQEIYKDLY
bIAP inhibitor: bovine intestinal alkaline phosphatase inhibitors, primary screen, selectivity assay for TNAP inhibitor project, biochemical, bovine IAP, CDP-star luminescence; alkaline phosphatase, intestinal [Bos taurus]; purified bovine IAP, 30 min; inhibition, % at 20 µM; 190,000 tested, under 10 active;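 active = over 50% inhibition of intestinal alkaline phosphatase at 20 µM in the single-dose screen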
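test system = bovine IAP enzyme | medium = DEA buffer 100 mM, pH 9.8, with MgCl2 1.0 mM, ZnCl2 0.02 mM | detection = luminescence | dosing = single compound dose of 20 µM, 2% DMSO final | incubation = 30 min reaction at room temperature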
STAT3 blocker: IL-6 driven STAT3 reporter inhibitors, primary screen, U3A cells, luciferase, luminescence, MLSCN library | inhibition, % at 5.5 µM | actives 0.89% (n = 190,000) | AID 862, 2007 | IL-6 STAT3-luciferase reporter; host cell line lacks STAT1;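 active = inhibition above the mean inhibition across all screened compounds plus 3 SD, cut at about 44% in these data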;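 note: 0% = DMSO only wells and 100% = 100 µM nifuroxazide control wells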
PPARg SRC1 recr: PPARgamma agonists recruiting SRC-1 coactivator, primary screen, biochemical | actives 0.41% (n = 200,000) | PPARgamma-SRC-1 coactivator recruitment biochemical assay | AID 631, 2007 | Peroxisome proliferator-activated receptor gamma (Homo sapiens), P37231 | activation, % at 8 µM; in the data active = activation above about 19%;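 note: 0% = DMSO and 100% = reference agonist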
SRC2 TRFRET art: TR-FRET signal artefacts, primary screen, artefact control for PPARgamma SRC-2 agonist project, biochemical | TR-FRET artefact counter-screen; stronger effect = higher value | TR-FRET ratio at 8 µM | actives 0.4% (n = 200,000) | AID 1049, 2008; in the data active = TR-FRET ratio above about 2000; note: inactives centre near 1500
ROMK mod: ROMK potassium channel modulators, primary screen, cell-based, thallium flux, MLSMR library. ATP-sensitive inward rectifier potassium channel 1 (Homo sapiens), P48048. Tet-inducible ROMK, thallium flux fluorescence; actives lie on both sides. B-score at 10 µM. actives 2% (n = 130,000). AID 1918, 2009;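 active = signal ratio slope over the read window, or its plate-corrected B-score, at least 3 SD from the plate mean, either direction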;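 note: B-score of the F/F0 ratio slope over 7 to 12 s after thallium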
PPARg SRC3 recr: PPARgamma agonists recruiting SRC-3 coactivator, primary screen, biochemical. Peroxisome proliferator-activated receptor gamma (Homo sapiens), P37231. activation, % at 8 µM. biochemical PPARgamma/SRC-3 coactivator recruitment assay. actives 0.26% (n = 200,000); in the data active = activation above about 23%;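 note: 0% = DMSO and 100% = reference agonist; some compounds past the cut are filed as inactive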
STAT3 activator: IL-6 driven STAT3 reporter potentiators, primary screen, U3A cells, luciferase, luminescence, MLSCN library | IL-6 STAT3-luciferase reporter; 100% = signal with IL-6 EC80 alone | actives 0.91% (n = 190,000) | AID 871, 2007 | activation (% of control), % at 5.6 µM;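 active = activation above the screen-wide mean of compound activation plus 3 SD, cut at about 130% in these data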;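 note: 0% = background luminescence of wells with medium and substrate only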
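Assay system – human STAT1-deficient U3A cells with stable STAT3-luciferase reporter · Also added – IL-6 (33 ng/mL) · Schedule – compound 1 h, then IL-6 6 h at 37 °C · Technique – reporter luminescence signal · Evaluation – % activation versus median of IL-6-stimulated wells · Benchmarks – IL-6-only wells as 100% reference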
The depositor's hits bear a star; / = not tested or not shown.

Values run as follows: TNAP act hi DEA, STAT1 inh, bIAP activator, PPARg SRC2 recr, bIAP inhibitor, STAT3 blocker, PPARg SRC1 recr, SRC2 TRFRET art, ROMK mod, PPARg SRC3 recr, STAT3 activator
Cc1ccc(S(=O)(=O)CC(=O)c2ccccc2)cc1
    1, 2, 1, 2, 0, 2, -8, 1470, -0.93, 1, 105
O=C(Nc1ccc(S(=O)(=O)N2CCc3ccccc3C2)cc1)C1CCCO1 (centres undefined)
    1, 1, 1, 6, 2, 5, -3, 1497, /, -7, 97
CCN(CC)CC(O)COc1ccc2c(c1)OCO2 (centres undefined)
    1, -3, 1, 8, -1, 0, -2, 1654, 2.1, 2, 100
CC(C)CN1C(=O)c2ccc(NC(=O)c3ccco3)cc2C1=O
    1.1, -34, 1, 3, -1, 2, 3, 1691, -0.029, 3, 100
Cc1c([N+](=O)[O-])c(C(=O)Nc2ccc3c(c2)OCCO3)nn1C
    1.1, -18, 0.9, 7, 12, -15, 0, 1426, 0.58, -5, 113
OC(COc1ccc2ccccc2c1Cl)CN1CCOCC1 (centres undefined)
    1.1, -38, 1.1, 2, -8, 2, -3, 1429, -0.34, -12, 102
O=C(Cn1c2ccccc2c(=O)c2ccccc21)Nc1cccc(F)c1
    1, -4, 1, -1, 4, 2, 0, 1517, /, -4, 101
CC(=O)N1CCN(c2cc3c(cc2F)c(=O)c(C(=O)O)cn3C2CC2)CC1
    1.1, -4, 1, -3, -2, -15, 8, 1513, -0.43, 3, 113
CCCCn1c(NC(=O)c2ccccc2)c(C#N)c2nc3ccccc3nc21
    1, 11, 0.9, 4, 14, 2, 5, 1498, /, 1, 101
C=C(C)CNC(=S)N/N=C/c1ccccc1OCC(=O)O
    1.1, 1, 1.1, -12, -7, 1, 5, 1588, -0.073, 0, 100
CCC(C)n1nccc1NC(=O)C(C)OC(=O)c1cc2ccccc2[nH]1 (centres undefined)
    1, 6, 1, 7, 4, -12, -4, 1598, /, 0, 120
C=CCn1c(CCNC(=O)c2cccs2)nnc1SCC(=O)c1ccc(Cl)cc1
    1, 6, 1, 14, 3, 5, 3, 1500, -1.1, 0, 94
CC1CN(C(=O)CSc2nc(-c3ccccc3)cs2)CC(C)O1 (centres undefined)
    1, 1, 1, -2, 2, 17, -4, 1631, 0.023, -5, 86
COc1cccc(N=Nc2c(N)[nH]n3c(=O)cc(-c4ccccc4)nc23)c1
    0.9, -2, 0.8, -5, 18, 2, -3, 1432, 0.79, -2, 103
COc1ccc(C(C)NC(=O)c2ccc([N+](=O)[O-])cc2)cc1OC (centres undefined)
    1, 2, 1, -2, 0, 5, -1, 1301, /, 0, 98
Cc1cccc(NC(=O)C(c2cccc([N+](=O)[O-])c2)N2CCCCC2)c1 (centres undefined)
    1, -3, 0.9, 1, 10, 1, 11, 1323, 0.037, -3, 106
O=C(COc1ncnc2ccccc12)Nc1cccc(S(=O)(=O)N2CCOCC2)c1
    1, 4, 0.9, 1, 13, -6, 14, 1480, /, -1, 108
CCOC(=O)c1ccc(COc2ccc(C(C)C)cc2)o1
    1, -14, 0.9, 13, 12, -2, 11, 1616, 0.71, 5, 107
Cc1n[nH]c(C)c1CCNCc1ccc(OCC(O)CN2CCCCC2)cc1 (centres undefined)
    1, -13, 1, 9, 2, 5, 0, 1564, 0.3, 0, 100
CNC(=O)CN1C(=O)c2ccccc2S1(=O)=O
    1.1, 1, 1, 17, 4, 10, 1, 1764, /, 7, 99
Cc1noc(C)c1CCC(=O)N1CCCC(CCC(=O)NCc2ccc(F)c(F)c2)C1 (centres undefined)
    1, 1, 1.1, -1, -7, 4, -1, 1531, 1.2, 1, 99
COc1cc(C(=O)Nc2ccc(S(=O)(=O)NC(C)C)cc2)cc(OC)c1OC
    1, 16, 0.8, 8, 16, 9, 8, 1637, /, 14, 94
O=C(Nc1nc(-c2cccnc2)cs1)c1ccc(S(=O)(=O)N2CCOCC2)cc1
    1, 4, 1.1, 2, -5, 16, 10, 1629, /, -11, 89
Fc1ccc2c(c1)[C@H]1OCC[C@H]1[C@@H](c1ccco1)N2
    1, -4, 0.9, 3, 10, 3, 2, 1539, /, 1, 101
CCc1nc(C)cc(N)c1OCc1ccccc1
    1, -4, 0.9, -5, 10, 7, -5, 1551, /, 6, 98
COC(=O)c1cc2sccc2n1Cc1nc(-c2ccc(OC)cc2)oc1C
    1, 1, 0.9, -5, 7, 10, 2, 1617, /, -14, 94
COC(=O)c1sc(NC(=O)c2ccco2)nc1C
    1.1, -7, 0.9, 16, 7, 10, 4, 1389, /, -1, 97
O=c1c2ccccc2n2cnnc2n1-c1ccccc1
    1.1, 1, 0.9, 6, 8, 14, 5, 1354, 0.82, 9, 95
O=C(NCCc1csc(-c2cccnc2)n1)c1cccc2ccccc12
    1, 6, 0.9, -6, 15, 18, 1, 1338, /, -5, 92
O=C(CSc1oc(-c2ccc(F)cc2)nc1S(=O)(=O)c1ccccc1)NCC1CCCO1 (centres undefined)
    1, 1, 1, 12, 0, -3, 4, 1490, /, -5, 105
COc1cc2c(cc1OC)C(c1ccccc1)=NCC2
    1, 5, 1, 7, 2, -8, 5, 1524, 0.33, 5, 104
O=C(COc1ccccc1C(=O)Nc1ccccc1)c1ccc(F)cc1
    1, -1, 1.1, -2, -11, 21, -6, 1436, 0.82, -2, 87
Cc1ccc(SCC(=O)n2nc(C)cc2C)cc1
    1, -1, 1, 6, -1, 1, 0, 1392, 0.42, 0, 97
CCn1c(=O)c([N+](=O)[O-])c(N2CCOCC2)c2ccccc21
    1, -3, 1.1, 11, -7, 1, 8, 1613, /, 7, 101
Cc1occc1C(=O)Nc1c(F)cc(F)cc1Br
    1.1, 2, 1, -5, 1, -5, -4, 1427, -0.54, 7, 104
O=C(C[n+]1cccc(CO)c1)Nc1nc2ccccc2s1
    1, 0, 0.9, 5, 6, -1, 0, 1550, 0.88, 2, 109
NC(=NCCc1c[nH]c2ccccc12)NS(=O)(=O)c1ccc(F)cc1
    1, 7, 1, 10, 1, 2, 9, 1538, -0.53, -1, 101
COc1ccc(-n2c(CCc3ccccc3)nnc2SCC(=O)c2ccc(Cl)cc2)cc1
    1, -2, 1, 4, -3, -15, -2, 1616, /, 4, 111
CC(C)(C)NS(=O)(=O)c1ccc(OCC(=O)NCc2ccco2)cc1
    1.1, -11, 0.9, -6, 10, 2, 0, 1419, 0.12, 1, 100
CCOC(=O)c1ccc(CNC(=O)C2CCCCC2C(=O)OCC(F)(F)F)o1 (centres undefined)
    1, 3, 1.1, -1, -10, 9, 7, 1669, -0.42, 1, 95
COc1cccc(NC(=S)/C(=C(\[O-])c2ccc(C)c([N+](=O)[O-])c2)[n+]2ccccc2)c1
    1, -2, 1, 1, -3, -12, 0, 1646, /, 9, 113
O=C1CCN1C1(C(=O)NC2CCCCC2)CCCC1
    1.1, -8, 1, -2, 2, -1, -1, 1742, 1.2, 2, 99
O=C(Cn1nc(C(F)(F)F)cc1C1CC1)Nc1ccccc1F
    1, 3, 1, 1, 2, -10, -2, 1537, /, -4, 111
O=C(Nc1ccc(F)cc1F)NC1CC(=O)N(Cc2ccccc2)C1 (centres undefined)
    1, -7, 0.9, 3, 8, 4, -2, 1744, -0.34, 2, 100
CCOC(=O)N1CCC(NC(=O)CSCc2nc(-c3ccc(OC)c(OC)c3)oc2C)CC1
    1, 14, 1, 1, -2, 2, 4, 1519, 0.69, -8, 100
CCCCC(=O)N1CCN(c2ccc(OC)cc2[N+](=O)[O-])CC1
    1, -4, 0.9, -8, 9, -2, 0, 1555, -0.0083, 2, 104
Cn1cc(CN2CCc3ccccc3C2)c2ccccc21
    1, 9, 1.1, 9, -6, -29, 3, 1583, -0.33, 13, 128
O=C(c1ccc(NC2=NC3CS(=O)(=O)CC3S2)cc1)N1CCN(C(=O)c2ccco2)CC1 (centres undefined)
    1, 5, 0.9, -2, 10, -3, 3, 1549, 0.2, 3, 103
CCOC(=O)N/N=C/c1ccc(F)cc1
    1, -8, 1, -3, -3, 2, -1, 1436, -0.39, -3, 105
O=C(CN1C(=O)c2cccc([N+](=O)[O-])c2C1=O)N1CCN(c2ccc(F)cc2)CC1
    1, 3, 1, -5, -4, 7, -7, 1567, 0.91, -4, 97
O=C(COC(=O)c1ccc(O)cc1)Nc1cc(C(F)(F)F)ccc1Cl
    1, 2, 1, 1, -2, 7, 3, 1534, -0.29, 6, 99
O=C(NC(=S)N(CCc1ccccc1)CCc1ccccc1)c1ccco1
    1, 0, 1, -5, 1, -2, -9, 1586, /, 3, 98
Cc1ccc(NC(=O)C2CCN(C(=O)NC3CCCCC3)CC2)cc1Cl
    1, 9, 1, -2, 1, 6, 8, 1714, -0.5, 12, 97
O=C1CSC(c2ccc3c(c2)OCO3)N1c1ccc(Oc2ccccc2)cc1 (centres undefined)
    1, 2, 1, -6, 4, 5, 1, 1475, /, 9, 99
CC(=O)Nc1ccc(S(=O)(=O)NCc2ccccn2)cc1
    1.1, -13, 1, -3, 2, 2, -2, 1337, 0.22, 2, 100
CCN(CC)c1cccc(OCC(=O)N(C)CCC#N)c1
    1, 4, 1.2, -2, -17, -4, 3, 1688, -0.036, -2, 105
CC(C)n1nnnc1SCC(=O)NCCc1ccccc1
    1, -10, 1.1, 4, -5, 5, 2, 1515, /, 3, 100
CCN(C1CCCCC1)S(=O)(=O)c1ccc(S(=O)(=O)NCCc2ccncc2)cc1
    1.1, -1, 0.9, 3, 7, -6, -3, 1562, 0.054, -6, 111
COC(=O)c1ccc(CN2CCN(Cc3ccccc3)C(CCO)C2)cc1 (centres undefined)
    1.1, 2, 1, -2, -2, 9, -8, 1579, 0.32, 1, 102
COc1ccc([C@@H]2Sc3cc(OC)ccc3N(CCN(C(C)C)C(C)C)C(=O)[C@H]2OC(C)=O)cc1
    1, -2, 1, 4, -2, -10, 10, 1856, /, -9, 110
CC(OC(=O)C12CC3CC(CC(O)(C3)C1)C2)C(N)=O (centres undefined)
    1, 4, 1.1, -3, -11, 5, 6, 1550, -0.0047, 2, 96
CCOC(=O)Cc1c(Cl)c2ccccc2[nH]c1=O
    1, -9, 1, 19, 3, 23, 2, 1802, 0.039, 5, 86
COc1ccc(-c2cc(=O)[nH]c(=O)[nH]2)cc1
    1, -3, 1.1, 1, -5, 3, 4, 1658, 1.1, 1, 100

Compounds as they come; 3.7% or so of the library scored in one or more.
